# SENP6 inh: blocks the human protease SENP6. Q9GZR1. Recombinant SENP6 catalytic domain, aminoluciferin luminescence. inhibition, % at 10 µM. actives 1.8% (n = 330,000). AID 2599;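 active = inhibition above about 50% at the single tested dose, limit read from the data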;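 note: plate controls were DMSO wells with enzyme for no effect and DMSO wells lacking enzyme for full effect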
# Target sequence (Q9GZR1 628-1112 limits assumed): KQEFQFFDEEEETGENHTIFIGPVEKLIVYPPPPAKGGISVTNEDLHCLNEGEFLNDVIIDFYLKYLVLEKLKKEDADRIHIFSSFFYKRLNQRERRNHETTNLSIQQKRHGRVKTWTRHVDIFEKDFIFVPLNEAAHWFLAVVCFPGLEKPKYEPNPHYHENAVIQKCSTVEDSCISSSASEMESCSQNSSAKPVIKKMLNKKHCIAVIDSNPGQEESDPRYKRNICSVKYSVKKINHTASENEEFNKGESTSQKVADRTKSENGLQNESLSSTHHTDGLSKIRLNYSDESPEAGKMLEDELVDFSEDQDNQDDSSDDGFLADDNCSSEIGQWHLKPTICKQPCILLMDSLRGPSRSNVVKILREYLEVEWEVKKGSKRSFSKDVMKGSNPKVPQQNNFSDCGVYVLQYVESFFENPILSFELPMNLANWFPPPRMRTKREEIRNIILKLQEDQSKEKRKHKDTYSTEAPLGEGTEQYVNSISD
# MPTP block: permeability transition pore inhibition. AID 602449. actives 1.4% (n = 360,000). isolated mouse mitochondria, Ca2+ swelling absorbance, 30 min. inhibition, % at 10 µM;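 active = inhibition of 50% or more, scaled per plate between neutral and stimulator controls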;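 note: 0% = DMSO wells given calcium and 100% = 1 mM EGTA wells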
# PfG6PD inh: PfG6PD (Plasmodium falciparum) enzyme inhibition | PfGluPho enzyme, NADPH resazurin-diaphorase fluorescence | inhibition, % at 20 µM | actives 0.78% (n = 350,000);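 active = inhibition reaching at least a set limit at 20 µM in the primary screen, cut at about 59% in these data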;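 note: 0% = DMSO wells with substrate and 100% = DMSO wells lacking glucose-6-phosphate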
# SENP8 inh: blocks human SENP8 cleavage of Nedd8 substrate; actives 0.64% (n = 360,000); recombinant SENP8, Nedd8 substrate fluorescence; inhibition, % at 20 µM; Q96LD8; in the data active = inhibition mostly above about 40%, no sharp cut-off; inactive = mostly below about 27%
# hIAP act: increases human intestinal alkaline phosphatase activity. P09923. purified human IAP, CDP-Star luminescence, 30 min; stronger effect = higher value; 1 = vehicle-only enzyme, 0 = enzyme-free background. activation factor at 10 µM. actives 0.16% (n = 330,000);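 active = activation factor of the enzyme at least 2-fold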; note: the source names both 10 and 20 µM as test concentration; values of inactives mirror those of a sister screen read the other way
# Target sequence (P09923 whole entry, looked up): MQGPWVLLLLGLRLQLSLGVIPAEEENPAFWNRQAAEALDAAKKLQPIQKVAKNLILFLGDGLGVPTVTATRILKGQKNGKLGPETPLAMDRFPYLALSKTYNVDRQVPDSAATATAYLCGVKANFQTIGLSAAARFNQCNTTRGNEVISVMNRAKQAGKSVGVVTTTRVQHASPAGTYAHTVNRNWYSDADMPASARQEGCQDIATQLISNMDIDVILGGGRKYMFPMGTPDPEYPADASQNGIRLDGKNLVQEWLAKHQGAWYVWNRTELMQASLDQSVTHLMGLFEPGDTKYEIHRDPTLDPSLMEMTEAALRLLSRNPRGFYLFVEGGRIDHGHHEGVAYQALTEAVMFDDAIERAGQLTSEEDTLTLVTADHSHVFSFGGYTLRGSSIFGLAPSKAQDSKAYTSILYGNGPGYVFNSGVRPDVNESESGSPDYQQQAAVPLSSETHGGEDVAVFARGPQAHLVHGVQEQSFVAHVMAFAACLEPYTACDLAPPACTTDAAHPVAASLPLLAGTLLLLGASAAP
# NR3A LBD binder: modulates the human NR3A ligand-binding domain. Tm shift relative to glycine control, % at 25 µM. actives 2.5% (n = 340,000). NR3A LBD differential scanning fluorimetry, Tm shift; 0% = protein alone, 100% = glycine-bound protein;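 active = melting temperature shift of at least 10% of the positive control shift, at one fixed dose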
# SENP1 FRET inh: SENP1 (human) catalytic domain inhibition | inhibition, % at 10 µM | Q9P0U3 | actives 0.21% (n = 360,000) | AID 624204 | recombinant SENP1 catalytic domain, CyPet-SUMO1-YPet FRET cleavage;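 active = inhibition at least 30% at 10 µM, raw YFP signal under a set limit, fluorescence ratio 0.5 to 1.5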;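 note: 0% = enzyme with DMSO and 100% = no enzyme wells; some results filed as inactive read as strong as hits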
#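 Material: hSENP1 catalytic domain, recombinant; medium: Tris pH 8 with BME, BSA, NP40 and catalase; compound: single concentration of 10 µM compound, 0.5% DMSO final; technique: FRET read of cyan and yellow fluorescence; timing: 50 min enzyme reaction, room temperature, light-protected; reagent: SFCypet-SUMO1-SFYpet substrate at 25 nM; control set: no-enzyme low, enzyme-DMSO high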
# ATG4B inh: ATG4B (human) cysteine protease inhibition; actives 0.51% (n = 340,000); ATG4B cleavage of LC3-PLA2, NBD-HPC fluorescence, 1 h; AID 504462; Q9Y4P1; inhibition, % at 8.33 µM; in the data active = inhibition above about 40%
# The depositor's hits bear a star; i = inactive; / = not tested or not shown. Compounds as they come; any-hit rate near 6.7%.
# Below each compound: SENP6 inh	MPTP block	PfG6PD inh	SENP8 inh	hIAP act	NR3A LBD binder	SENP1 FRET inh	ATG4B inh
> Cc1nn(Cc2ccc(F)cc2Cl)c(C)c1[N+](=O)[O-]
    2	-1.5	-22	11	0.87	4	3	11
> O=C(CSc1nccn1-c1ncc(C(F)(F)F)cc1Cl)c1ccc(Cl)cc1
    7	-6.9	9	17	1.3	1	-2	-34
> O=C(CNC(=O)c1ccco1)NCCCc1ccccc1
    -35	0.5	-5	7	0.85	0	1	-11
> Cc1nn(-c2ccccc2)c2c1C(c1cccnc1)N1C=C(S(=O)(=O)N3CCCCC3)C=CC1=N2 (configuration not stated)
    -7	-2.1	-4	34	1.1	0	5	-1
> CCCc1nc2sc3c(SCC(=O)NCc4ccco4)ncnc3c2c2c1CCC2
    -13	1.5	24	-44	0.98	-1	-8	14
> O=C(CCn1ccc2cc(S(=O)(=O)N3CCCC3)ccc21)NCc1ccccc1F
    -1	2.2	-6	-24	1.5	-1	-2	-5
> C/C(Cn1ncc(N2CCOCC2)c(Cl)c1=O)=N\O
    -7	-0.8	7	8	0.92	-1	0	0
> O=C(CN1CCN(c2ccc(O)cc2)CC1)N(C1CC1)C1CCS(=O)(=O)C1 (configuration not stated)
    -2	-0.4	48	-440	1	2	2	-8
> COc1ccc(Cl)cc1S(=O)(=O)NC(C)C(=O)NCc1ccccn1 (configuration not stated)
    -32	-0.8	8	4	1.1	2	-2	-5
> COc1ccc(C)cc1NC(=O)COC(=O)C1COc2ccccc2O1 (configuration not stated)
    13	0.3	0	11	1.1	0	1	-7
> CCOc1ccc(-c2nnc(SCc3nnc(-c4ccccc4)o3)n2-c2ccccc2F)cc1
    -17	-1.5	85*	11	1.3	-14	0	-4
> Cc1onc(-c2ccccc2)c1C(=O)N=C(N)c1ccc(C(F)(F)F)cc1
    -17	4.7	-8	1	1.1	-1	3	3
> O=C(c1cccc(S(=O)(=O)N2CCOCC2)c1)N1CCCC(C(F)(F)F)C1 (configuration not stated)
    -6	0.2	-1	4	0.91	1	3	-8
> CN(C)CCCNC(=O)c1cc(S(=O)(=O)N2CCOCC2)ccc1F
    3	-0.3	14	-17	0.94	-1	1	-9
> CC[C@]12c3[nH]c4ccc(OC)cc4c3CCN1C(=O)C(CC(=O)NCCN1CCOCC1)C[C@@H]2C(=O)N1CCN(C(=O)C2CC2)CC1 (some centres not stated)
    /	-1.2	-1	13	/	-2	-1	3
> COc1ccc(N2CCN(C(=S)Nc3cc(C)cc(C)c3)CC2)cc1
    -1	5.1	0	7	1.1	1	-1	-2
> CN1CCN(S(=O)(=O)c2ccc(N3CCN(C(c4ccccc4)c4ccccc4)CC3)nc2)CC1
    5	5.3	-4	-11	0.95	-3	0	-8
> C=CCN1C(=O)/C(=C/c2ccc(OC(C)=O)c(OCC)c2[N+](=O)[O-])SC1=S
    /	102*	6	65*	/	4	26	12
> Oc1c(/C=N/Nc2cccc3cccnc23)ccc2ccccc12
    52*	1.8	28	-98	0.93	32*	-26	35
> Cc1cc(=O)oc2cc(OCC(=O)Nc3ccccc3C(=O)O)ccc12
    22	0.3	-27	-88	0.92	3	-1	0
> Cc1ccccc1OCCC(=O)NNC(=O)c1ccccc1F
    -19	0.0	-11	-1	0.97	3	-1	-10
> CC[n+]1c(C)n(-c2ccccc2)c2ccc(C(=O)OC)cc21
    -2	-1.4	-4	8	0.94	1	-1	0
> COc1ccc(-c2nnc(SCC(=O)Nc3cc(F)ccc3C)o2)cc1
    -12	0.3	9	7	1	-2	1	0
> COC(=O)c1cccnc1-n1c(=O)c2cccnc2n(Cc2cccc(OC)c2)c1=O
    11	-0.1	-13	9	0.94	2	-2	-6
> CCc1ccc(S(=O)(=O)N2CCN(c3ncccn3)CC2)cc1
    5	-0.8	-4	0	1.1	0	3	-4
> Cn1cc(Cl)c(C(=O)Nc2cccc(Cl)c2Cl)n1
    -20	0.7	-4	9	1	0	1	-2
> CC(C)(C)N1CC(C(=O)Nc2ccc(S(N)(=O)=O)cc2)CC1=O (configuration not stated)
    -21	1.9	10	4	1.1	-1	2	0
> CC(=O)Nc1cccc(C(=O)N/N=C/c2ccccc2F)c1
    27	-0.5	0	17	0.88	0	-1	-2
> O=C(N/N=C/c1cc(Cl)cc([N+](=O)[O-])c1O)c1cccc(S(=O)(=O)N2CCOCC2)c1
    13	0.0	-26	20	1.3	-2	12	-13
> Cc1cc(C(=O)Nc2ccc(Br)cn2)sc1C
    84*	-0.7	26	-2	0.92	0	0	22
> CN(Cc1ccccc1)C(=O)c1cccc(NC(=O)c2ccco2)c1
    -5	0.9	-4	11	0.87	0	0	0
> Cc1ccccc1C(=O)OC1CCCN(C)C1 (configuration not stated)
    -30	3.1	-8	-5	1.2	-1	1	-3
> O=S(=O)(Cc1ccccc1)NCC1CCCN(Cc2ccc3nonc3c2)C1 (configuration not stated)
    -10	-1.3	-1	4	1.1	2	-2	14
> CCOC(=O)CCC(=O)NNC(=O)COc1ccc(C(C)C)cc1Br
    -30	1.2	-16	9	1.2	-1	2	-4
> CCN(CC(=O)Nc1ccc(NC(C)=O)cc1)C(=O)CC1OC(=O)c2ccccc21 (configuration not stated)
    -3	2.1	15	20	0.99	-1	0	-2
> CC(=O)Nc1ccc(S(=O)(=O)N(C)CC(=O)NNC(=O)c2cccs2)cc1
    -22	-0.7	-1	10	1.1	-1	-11	4
> CCOc1ccc(/C(CCC(=O)O)=N/NC(=S)NCCc2ccccc2)cc1
    7	0.0	-5	12	0.9	-1	-1	7
> O=C(NCCCN1CCOCC1)c1cccnc1SCc1ccccc1Cl
    -15	0.5	-21	19	1.1	0	2	2
> Cc1cc([N+](=O)[O-])nn1CC(=O)Nc1ccc(Cl)cn1
    -10	1.0	-1	-384	1	-2	-2	-8
> COc1ccc(CC(=O)Nc2ccccc2N2CCOCC2)cc1OC
    -15	-0.6	-9	12	1	-1	-2	5

# Entries of single compounds, looked up by structure. Values in the order: SENP6 inh	MPTP block	PfG6PD inh	SENP8 inh	hIAP act	NR3A LBD binder	SENP1 FRET inh	ATG4B inh
# Listed for O=C(NCCCN1CCOCC1)c1cccnc1SCc1ccccc1Cl = -15	0.5	-21	19	1.1	0	2	2
# Listed for Cc1ccccc1C(=O)OC1CCCN(C)C1 (configuration not stated) = -30	3.1	-8	-5	1.2	-1	1	-3
# Listed for CCOC(=O)CCC(=O)NNC(=O)COc1ccc(C(C)C)cc1Br = -30	1.2	-16	9	1.2	-1	2	-4

# Continued:
# Below each compound: SENP6 inh	MPTP block	PfG6PD inh	SENP8 inh	hIAP act	NR3A LBD binder	SENP1 FRET inh	ATG4B inh
> CC(C)(CNS(=O)(=O)c1ccc(Cl)cc1)N1CCCCC1
    4	0.3	3	8	0.9	1	2	-5
> COc1ccc(C2=NOC(CNC(=S)N3CCOCC3)C2)cc1 (configuration not stated)
    -6	0.3	-5	5	1.2	0	1	-9
> O=C(N[C@@H](c1ccccc1)[C@@H]1C[C@H]1C(=O)O)OCc1ccccc1
    -5	-2.6	-6	3	0.95	-1	1	-2
> COc1cccc(N(CC(=O)NC2CCCCC2)C(=O)Cn2nnc(-c3ccc(C)o3)n2)c1
    -5	-0.1	-2	8	1.2	-1	1	-2
> O=C(CSc1nnnn1-c1ccccc1)NC(=O)Cc1ccccc1
    -17	-0.1	-12	7	1.1	0	4	4
> O=C1CCCC(O)=C1Sc1cc(Cl)c(Cl)cc1Cl
    -6	-1.4	-10	17	1.2	0	1	18
> Cc1ccc(S(=O)(=O)NNC(=O)/C=C/c2cccc(F)c2)cc1
    5	1.3	-5	19	0.87	0	1	-5
> COc1ccc(C(C#N)N2CCC(c3ccccc3)=N2)cc1 (configuration not stated)
    14	-1.3	-5	-9	0.96	1	-84	5
> COCCCNC(=O)Cn1cnc2sc(C)c(S(=O)(=O)N3CCN(c4ccccc4OC)CC3)c2c1=O
    -20	0.5	7	0	0.97	1	0	-8
> Cn1cccc1/C=N/n1c(-c2ccccc2)n[nH]c1=S
    -26	1.6	40	30	0.96	0	3	-8
> O=C(CC(Nc1ccccc1)c1ccc(F)cc1)c1ccccc1 (configuration not stated)
    -5	6.5	9	7	0.79	-4	0	9
> COc1cccc(C(=O)OCc2cc(=O)oc3c(C)c(C)ccc23)c1OC
    -27	-1.5	-3	-9	0.89	0	2	-6
> O=S(=O)(c1ccc(S(=O)(=O)N2CCCC2)cc1)N1CCCCC1
    -4	/	2	/	0.89	-3	/	-7
> Cc1cccc(NC(=S)Nc2cccc3ccccc23)c1
    91*	-0.1	22	-401	0.97	-6	-18	-7
> CC1(C)OC(=O)C(=CNc2ccc(F)cc2)C(=O)O1
    1	-0.8	7	5	1	-1	-26	-4
> Cc1c(Cl)c(C(F)(F)F)nn1CC(=O)NCc1ccco1
    -6	-0.1	-6	-1	0.98	3	-2	1
> CCOc1ccc(Cn2ccnc2CCl)cc1[N+](=O)[O-]
    5	-0.8	7	14	0.94	1	0	1
> CC(C)N(CCO)C(=O)CCc1nnc(Cc2cccc(C(F)(F)F)c2)o1
    -16	0.3	-9	14	1.1	-1	1	14
> CCCCOCCCNC(=O)c1cccc(OC)c1
    0	0.0	-10	7	1	-2	5	-3
> COc1ccc(C(=O)NCc2ccc(C)cc2)cc1S(=O)(=O)N1CCCC1
    4	0.5	3	16	1.2	0	-2	-6
> O=C(c1ccco1)N1CCN(C2CC(=O)N(c3ccc(F)c(Cl)c3)C2=O)CC1 (configuration not stated)
    -29	-2.5	8	17	1.1	-1	1	1
> COC(=O)c1ccc(NC(=O)c2ccc(N(C)S(C)(=O)=O)cc2)cc1
    -6	-0.5	1	15	0.8	-1	-3	-11
> CCOCCCNC(=S)NNC(=O)CCn1nc(C)c(Br)c1C
    -4	-0.8	-2	13	1.6	-3	-2	7
> COc1ccc(/C=C/C(=O)NC(=S)Nc2ccc(S(=O)(=O)Nc3cc(C)on3)cc2)cc1
    5	0.8	6	11	1.1	-1	0	-3
> CCOCC(=O)Nc1ccc(OCc2ccccc2)cc1
    22	-0.3	-3	9	0.99	0	-2	-2
> Cc1cccc(NC(=O)c2oc(=O)c3ccccc3c2-c2ccccc2)c1C
    -8	7.6	4	14	1.1	16*	1	6
> O=C(O)c1cccc(-c2ccccc2)c1O
    /	-0.2	-6	i	/	4	-1	-1
> O=CNn1cnc2c(oc3nc(-c4ccccc4)cc(-c4ccco4)c32)c1=O
    -12	1.6	-15	-407	0.93	29*	2	12
> CC(=O)Nc1ccc(S(=O)(=O)N(C)CC(=O)N/N=C/c2ccncc2)cc1
    -13	-1.1	6	7	1.1	2	1	-6
> O=[N+]([O-])c1ccccc1C=NNc1ccccc1
    /	1.2	26	36	/	-24	5	1
> COc1ccc(C(=O)/C=C/c2ccc(-c3ccccc3)cc2)cc1CSCC(=O)O
    -20	0.1	/	3	1.1	/	0	/
> CC1Cc2ccccc2N1C(=O)CN1CCC(C(N)=O)CC1 (configuration not stated)
    -3	0.5	17	14	1	-1	0	1
> CCOC(=O)c1c(CN(C)C)oc2cc(CN(C)C)c(O)c(CSc3ccccc3)c12
    -14	-3.4	-14	6	1.1	0	1	0
> COC(=O)Cc1c(C)c2c(OCc3nn[nH]n3)cc(C)cc2oc1=O
    -6	0.1	-27	-324	0.8	2	0	6
> O=C(COC(=O)CNC(=O)c1ccccc1Cl)Nc1ccccc1Cl
    4	0.7	0	12	1	0	3	3
> COc1ccc2nc(SCC(C)=O)c(C#N)cc2c1
    69*	5.5	48	-52	0.84	-1	45	-14
> CCC(=O)N1c2ccc(S(=O)(=O)CCC(=O)NCCC3=CCCCC3)cc2CC1C (configuration not stated)
    -11	1.1	10	18	1	2	-4	-12
> C/C(CC(=O)Nc1ccc(OCc2ccccc2)cc1)=N\NC(=O)C(=O)Nc1ccccc1C
    -3	-0.1	-7	18	1.1	-3	1	0
